# Furin inhibitor: human furin inhibition; P09958; purified furin, fluorogenic substrate cleavage; inhibition, % at 30 µM; 220,000 tested, 0.061% active; AID 463115; in the data active = inhibition above about 25%; note: inactives centre near -15
# Thrombin inh: inhibitors of human thrombin | P00734 | AID 1046 | 220,000 tested, 0.26% active | inhibition, % at 5 µM | alpha-thrombin, Boc-VPR-AMC fluorogenic substrate cleavage;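 active = inhibition at or above 40%; inactive = inhibition below 40%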;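 note: 0% = enzyme with no compound and 100% = wells without enzyme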
#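 Material: human alpha-thrombin protein. Incubation: reaction at ambient temperature. Technique: fluorescence of released AMC, ex 355 nm, em 460 nm. Control set: no-compound enzyme wells and no-enzyme blanks. Also added: Boc-VPR-AMC substrate, 15 µM final. Buffer or medium: pH 7.5 Tris (50 mM) with NaCl 150 mM, Tween 20 0.05%.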
# EBV gp42 block: EBV gp42 inhibition; Fluorescence polarization binding assay, mP read-out; AID 1085; 220,000 tested, 0.42% active; Q1HVG2; inhibition, % (tested at 21.74 µM); in the data active = inhibition above about 50%
# Target sequence (Q1HVG2 whole entry, looked up): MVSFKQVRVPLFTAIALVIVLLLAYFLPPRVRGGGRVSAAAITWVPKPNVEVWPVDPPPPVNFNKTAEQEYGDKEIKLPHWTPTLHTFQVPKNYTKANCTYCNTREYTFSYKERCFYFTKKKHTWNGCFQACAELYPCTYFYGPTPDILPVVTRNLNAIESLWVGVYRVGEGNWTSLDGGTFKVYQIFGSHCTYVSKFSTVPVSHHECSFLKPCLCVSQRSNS
# Cl transport mod: modulates chloride dependent transport by human KCC2. 190,000 tested, 2.2% active. KCC2 cells, thallium flux FluoZin-2 fluorescence. B-score of Tl+ flux slope (higher = more flux/activation; lower = inhibition) at 10 µM. Q9H2X9;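 active = thallium flux slope and its plate-corrected score both differing from the plate sample mean at a set confidence after two filtering rounds, in either direction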;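 note: slope of fluorescence scaled to starting intensity during 10 to 20 s after thallium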
# TRPML3 ag: human mucolipin-3 channel agonism. Q8TDD5. HEK293 TRPML3-YFP, Fluo-8 calcium fluorescence; 100% = the carbachol control signal. activation, % at 3 µM. 220,000 tested, 0.29% active. AID 1448;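 active = activation above its plate's cutoff, the mean activation of the plate's test wells plus 3 SD, cut at about 12% in these data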;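 note: 0% = DMSO only wells and 100% = carbachol wells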
# Target sequence (Q8TDD5 whole entry, looked up): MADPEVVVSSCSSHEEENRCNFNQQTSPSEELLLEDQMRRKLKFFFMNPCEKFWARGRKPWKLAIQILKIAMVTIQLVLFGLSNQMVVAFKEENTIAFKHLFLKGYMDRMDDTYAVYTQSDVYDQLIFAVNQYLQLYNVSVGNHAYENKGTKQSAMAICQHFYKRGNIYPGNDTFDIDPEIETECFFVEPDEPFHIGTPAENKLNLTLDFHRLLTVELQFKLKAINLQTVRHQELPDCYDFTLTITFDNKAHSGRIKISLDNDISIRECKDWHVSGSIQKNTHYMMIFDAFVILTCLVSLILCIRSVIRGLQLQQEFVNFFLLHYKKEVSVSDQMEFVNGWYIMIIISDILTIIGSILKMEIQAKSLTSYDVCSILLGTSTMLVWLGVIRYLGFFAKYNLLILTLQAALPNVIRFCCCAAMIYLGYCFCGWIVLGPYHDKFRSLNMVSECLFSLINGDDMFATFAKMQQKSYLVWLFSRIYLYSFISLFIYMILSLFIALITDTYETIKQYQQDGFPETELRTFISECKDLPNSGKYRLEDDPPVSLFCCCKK
#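 Material: TRPML3-YFP stable HEK293 cells | Dosing: One concentration, 3 µM nominal, 0.3% DMSO | Timing: 125 s total fluorescence read per well | Technique: Fluo-8 calcium dye fluorescence, ex 470-495, em 515-575 nm | Measure: Percent activation from peak-to-basal fluorescence ratio, scaled between DMSO and carbachol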
# TRPN1 ag: zebrafish TRPN1 (NompC) channel agonism; HEK293 zebrafish TRPN1-YFP, Fluo-8 calcium fluorescence; 100% = response to 87 µM carbachol; activation, % at 3 µM; 220,000 tested, 0.18% active; AID 1424;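 active = activation above its plate's cutoff, the mean activation of test wells on that plate plus 3 SD, cut at about 19% in these data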;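 note: 0% = DMSO alone and 100% = 87 µM carbachol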
#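 Material: zebrafish TRPN1-YFP in HEK293 cells; Doses: single test compound dose, 3 µM nominal, 0.3% DMSO; Timing: dye loading 1 h at 37 °C, then 30 min room temperature; Technique: intracellular calcium fluorescence with Fluo-8; Benchmarks: high carbachol 87 µM, low DMSO alone.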
# Tb hexokinase: blocks Trypanosoma brucei hexokinase 1 activity; recombinant TbHK1, G6PDH-coupled NADH A340; inhibition, % at 10 µM; 220,000 tested, 0.11% active; AID 1430;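 active = inhibition of 50% or more in the single-dose primary screen; inactive = inhibition below 50%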
# PPC-1+TRAIL kill: compounds killing PPC-1 cancer cells with TRAIL present (potentiator screen, no TRAIL-free arm); cell killing (% activity), % at 4 µM; 220,000 tested, 0.41% active; PPC-1 cells + TRAIL, ATPLite viability luminescence; AID 1443;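 active = cell killing above 50% in the first pass at 4 µM, then a duplicate retest at 5 µM averaging 50% or more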;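 note: plate controls were cells with TRAIL plus DMSO for no effect and medium-only wells lacking cells for full effect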
# Calpain2 inh: calpain II (pig) inhibition | 220,000 tested, 0.37% active | inhibition, % at 16 µM | purified calpain II, fluorogenic peptide substrate, 30 min;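 active = inhibition above about 50%, limit read from the data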
# * hit, by the source's call; x = not tested or not shown; [ ] = another dose, or the depositor's remark. An unsorted share of the library. About 3.6% of those tested had a hit in this group.
SMILES,Furin inhibitor,Thrombin inh,EBV gp42 block,Cl transport mod,TRPML3 ag,TRPN1 ag,Tb hexokinase,PPC-1+TRAIL kill,Calpain2 inh
O=C(NN1C(=O)c2ccccc2NC1c1ccccc1OCc1ccccc1)c1ccncc1 (stereo not drawn),-14.5[20 µM],-0.2,-16.3,0.403,-0.3,-0.8,-2.7,2.6,-7.0
O=C(Nc1ccccc1)c1cnc[nH]1,-20.7,-7.1,-12.2,0.202,0.8,-0.4,-0.1,-6.7,-4.1
CN(C)N=C1c2cc(S(=O)(=O)N3CCOCC3)ccc2-c2ccc(S(=O)(=O)N3CCOCC3)cc21,-9.2,-6.2,9.0,0.209,0.3,0.7,-13.3,9.7,11.0
Cc1nc(=O)c(-c2ccccc2)c(C)n1Cc1ccccc1,-14.3,-2.9,-15.3,-0.62,0.0,-0.3,1.8,-10.9,5.5
COc1cccc(C(=O)C2CCCN(Cc3cn(C)nc3-c3ccccc3)C2)c1 (stereo not drawn),-11.3,-0.9,-4.4,-3.02,0.3,0.1,5.0,1.1,29.4
COc1ccc(C(=O)Nc2ccc3c(c2)nc(CN2CCCC2)n3C)cc1,-18.2,-4.4,-6.5,0.639,0.3,0.5,-10.6,3.8,3.8
NC(=O)CC(NC(=O)Cc1ccc(Br)cc1)c1ccc(N2CCC(Cc3ccccc3)CC2)c([N+](=O)[O-])c1 (stereo not drawn),-30.3,-1.1,-18.7,0.669,x,x,-9.9,-1.3,1.8
CCCc1nn(-c2ccccc2)c2c1C(c1cccs1)C(C#N)=C(N)O2 (stereo not drawn),-9.6[20 µM],1.6,-2.8,0.582,-0.7,3.5,-7.8,2.5,15.6
COc1ccccc1N1CCN(C(=O)CSc2nc(C)cc(=O)[nH]2)CC1,-13.5[20 µM],4.5,8.1,0.542,0.5,-0.4,26.0,13.1,29.2
CC(C)n1c(C(F)(F)F)nc2cc(C(=O)N3CCCCC3)ccc21,-8.3,-7.2,-9.5,0.326,1.4,2.0,-7.9,2.3,1.8
CCOC(=O)Cc1nnc(NC(=O)CSc2nnc3c4ccccc4n(C)c3n2)s1,-7.0,-7.7,-19.1,-0.102,-0.7,-1.1,-15.4,15.3,-20.0
Cc1ccc2nc(-c3ccc(NC(=O)C(C)N4C(=O)c5ccccc5C4=O)cc3)sc2c1 (stereo not drawn),-4.5,-1.1,-7.4,-0.0322,0.6,1.5,3.1,-0.4,-75.9
COC(=O)c1ccc(/C=N/OCC(=O)NCCc2ccc(OC)c(OC)c2)cc1,-20.8,-7.7,5.4,-1.04,0.9,1.8,2.6,11.3,22.4
O=C(c1cc(COc2c(F)cccc2F)on1)N1CCC(c2ccncc2)CC1,-29.0,5.9,-10.1,x,4.4,10.5,-4.2,25.4,-14.1
O=C1C(C=NC2CC2)=C(O)c2ccccc21,-7.6[20 µM],3.6,1.2,0.0218,0.5,-1.2,-63.6,9.1,20.9
Cc1cccc(Oc2nccc(C(F)(F)F)c2C(=O)Nc2ccc(F)cc2F)c1,-15.3,-0.2,-14.8,-0.492,-1.6,-2.3,-8.9,5.5,5.0
COc1ccc(OC)c(C2CC(=O)OC3=C2C(=O)CC(C)(C)C3)c1 (stereo not drawn),-13.7,-4.4,10.7,0.721,0.9,-0.2,-1.2,-50.3,-19.5
CCCCOc1ccc(C(=O)NCC(=O)NCC(=O)OCC)cc1,-28.8,-5.8,1.6,-0.478,0.7,0.9,9.2,-9.8,18.2
O=C(CN1C(=O)c2ccccc2C1=O)Nc1sc2c(c1C(=O)NCC1CCCO1)CCC2 (stereo not drawn),-14.0,3.1,-6.9,x,0.1,-1.3,-6.2,13.4,-31.1
O=C(C1=C[C@H](C2CC2)C[C@H](OCCCCO)O1)N1CCN(Cc2ccccc2)CC1,-24.3,-5.0,-8.6,0.211,0.1,-0.7,-6.7,21.5,2.4
COc1ccc(OC)c(/C=N/c2oc(-c3ccco3)c(-c3ccco3)c2C#N)c1,-19.1,3.0,20.4,1.94,1.6,0.5,-21.0,-3.1,-111.2
O=C(c1cccs1)[C@@H]1[C@@H]2C(=O)N(Cc3ccc4c(c3)OCO4)C(=O)[C@@H]2C2c3ccccc3C=CN21 (stereo partly drawn),-12.5[20 µM],38.7,10.9,0.222,1.1,1.2,-11.6,10.0,-155.2
O=C(c1cccc2ccccc12)C1CCCN(C(=O)CCc2cnccn2)C1 (stereo not drawn),-35.6,-14.8,-5.3,0.0323,0.8,-0.8,2.9,-5.2,-15.3
Cc1ccc2[nH]c(=O)c(CN(CC3CCCO3)S(=O)(=O)c3cccc4nsnc34)cc2c1 (stereo not drawn),-11.5,-6.2,-10.7,x,2.6,2.0,-26.9,8.8,18.0
Cc1ccc(C)c(Nc2nc3c(S(=O)(=O)c4ccccc4)nnn3c3ccccc23)c1,-16.2,-13.4,-9.9,0.282,-0.4,-1.3,12.8,12.4,-404.1
c1ccc(Cc2nc(-c3ccccn3)no2)cc1,-9.8,-12.5,-18.6,-1.2,-0.2,0.4,4.1,17.3,2.6
C=C(C)CSc1nc(C)c(Cc2ccccc2)c(=O)[nH]1,-7.8[20 µM],-4.8,5.2,x,-0.5,-1.4,5.1,4.8,-27.8
C=CCNC(=O)c1ccccc1NS(=O)(=O)c1ccc(SC)cc1,-18.4[20 µM],-1.8,-23.8,0.81,0.9,1.1,-3.9,-2.0,-10.9
CCOC(=O)C(Oc1ccc2c(-c3ccccc3)cc(=O)oc2c1C)c1ccccc1 (stereo not drawn),-9.5,-6.9,6.2,-0.482,0.4,0.9,-5.6,22.2,13.3
CCc1ccc(NC(=O)CSc2nc(NS(=O)(=O)c3ccccc3)cc(=O)[nH]2)cc1,-27.9,-15.9,-5.8,-0.0827,0.5,2.6,-2.1,x,-30.4
CSC1=N/C(=C\C=C\c2cccs2)C(=O)S1,-14.8[20 µM],3.0,-7.0,1.23,0.1,1.7,-9.2,19.6,-61.5
Cc1cccc(N=Nc2c(C)c(C#N)c(O)[nH]c2=O)c1,-7.0,-7.8,-36.2,x,1.3,-0.2,-12.2,9.3,-5.2
COc1ccc(NC(=O)Nc2nnc(C(C)(C)C)s2)cc1,-24.8,-0.8,-7.3,0.738,1.2,1.2,-7.4,6.9,-1.3
Cc1c(/C=N/O)c2ccccn2c1C=O,-4.1,-7.9,-11.2,x,0.6,2.4,-21.4,-5.7,-9.2
CCOCC(=O)Nc1ccc2c(c1)OCCO2,-13.6[20 µM],2.9,-15.1,-0.949,-0.5,0.1,-6.5,45.9,14.7
O=C(CCn1nc(-c2ccccc2)c2ccccc2c1=O)NN1CCOCC1,-8.5,-6.8,-4.4,1.73,0.5,-1.0,-3.2,4.7,0.8
O=S(=O)(NC1CC1)c1ccc(S(=O)(=O)N(Cc2ccccn2)C2CCCC2)cc1,-6.5[20 µM],-0.5,-13.1,-0.0146,-0.8,-0.3,-0.4,5.1,-29.9
CC(C)(C)CC(C)(C)N=C1NS(=O)(=O)c2cc([N+](=O)[O-])ccc21,-12.2,-4.3,7.5,-0.0079,1.8,3.7,0.6,21.4,-1.6
COC(=O)CCC(=O)Nc1cccc(C(=O)Nc2cccc(Cl)c2)c1,-24.1[20 µM],0.4,-6.2,0.907,2.2,7.6,-2.5,13.7,-19.6
COc1cc(NC(=O)c2onc(C)c2Cl)c(OC)cc1Cl,-19.9,0.9,1.2,0.714,0.5,-0.8,-5.1,2.7,6.5
O=C(O)c1cccnc1SCC(=O)C12CC3CC(CC(C3)C1)C2,-8.0,-6.7,-6.7,0.234,0.6,-0.1,-4.5,9.1,7.1
CC1CN(c2ccc(Cl)cc2[N+](=O)[O-])CCN1S(C)(=O)=O (stereo not drawn),-28.2,-11.3,-15.0,0.125,0.6,0.8,-8.9,8.6,-26.2
CCOc1ccccc1C1CC(=O)NC(SCC(=O)Nc2nccs2)=C1C#N (stereo not drawn),-22.4[20 µM],-4.4,3.0,0.151,0.2,-0.9,-4.2,14.7,-20.2
O=C(Cn1nc(-c2ccccc2)c2ccccc2c1=O)NCCN1CCOCC1,-19.7,-8.8,-2.8,0.155,1.2,-0.5,-5.7,16.9,-12.9
COc1ccc(Nc2nnc(SCC(=O)c3cc(C)n(CC4CCCO4)c3C)s2)cc1 (stereo not drawn),-13.4[20 µM],-5.3,0.8,-1.95,0.5,0.2,-15.4,28.1,-15.7
O=C(COc1ccc(Cl)cc1Cl)NN=C1c2ccccc2-c2ccccc21,-15.2,3.8,-4.1,-0.0516,1.0,-0.1,5.1,20.3,-76.6
CCOC(=O)C1CCCN(S(=O)(=O)c2cccs2)C1 (stereo not drawn),-9.8[20 µM],-3.5,-23.8,-0.774,0.7,1.1,4.5,-4.6,56.8*
COC(=O)N/N=C/c1ccc([N+](=O)[O-])s1,0.8,-2.3,-2.6,0.0183,0.9,1.3,-11.5,11.8,12.0
COc1ccc(/C=N/Nc2cc(N(C)C)nc(N(C)C)n2)cc1,10.8,-4.0,-10.3,-0.431,0.5,-0.3,-13.6,2.2,16.6
Cc1cc(C)c(C)c(S(=O)(=O)NCC(=O)N2CCCC2)c1C,0.4[20 µM],2.5,-1.5,0.9,0.2,2.8,7.8,22.1,-15.2
CC(OC(=O)c1cccc(S(=O)(=O)Nc2cccc(C(F)(F)F)c2)c1)C(=O)Nc1ccc2c(c1)OCCO2 (stereo not drawn),-5.8,-0.5,-11.7,-0.489,0.4,-0.7,-2.3,12.9,-45.3
CS(=O)(=O)c1ccc(C(=O)N2CCN(Cc3ccccc3)CC2)cc1,-9.3,-9.8,-14.9,0.497,1.0,2.2,8.9,20.4,25.6
O=C(NCCC1=CCCCC1)C1CCN(S(=O)(=O)N2CCCC2)CC1,-29.2,3.2,-11.7,1.37,0.8,1.6,-3.7,-2.2,-32.4
O=C(CN1CCN(c2ccccc2)CC1)N1N=CCC1c1ccccc1 (stereo not drawn),-14.4[20 µM],5.3,-16.7,x,0.0,-0.1,-1.0,10.0,-13.5
